Screens from PubChem BioAssay.
Tb PGK inh: qHTS Assay to Find Inhibitors of Phosphoglycerate Kinase; Potency, µM (top dose mostly 57.5 µM), for the others: at the highest dose activity change, negative = inhibition, usual class: inhibitors; PGK/GAPDH coupled, Kinase-Glo luminescence, 60 min; 380,000 tested, 0.043% active; also: potency is read from the fitted curve at half-maximal effect; % is scaled to controls: 0 for no effect and ±100 for the full control effect; nearly all actives have a fitted effect of over 60% in size
Target sequence (P07378 whole entry, looked up): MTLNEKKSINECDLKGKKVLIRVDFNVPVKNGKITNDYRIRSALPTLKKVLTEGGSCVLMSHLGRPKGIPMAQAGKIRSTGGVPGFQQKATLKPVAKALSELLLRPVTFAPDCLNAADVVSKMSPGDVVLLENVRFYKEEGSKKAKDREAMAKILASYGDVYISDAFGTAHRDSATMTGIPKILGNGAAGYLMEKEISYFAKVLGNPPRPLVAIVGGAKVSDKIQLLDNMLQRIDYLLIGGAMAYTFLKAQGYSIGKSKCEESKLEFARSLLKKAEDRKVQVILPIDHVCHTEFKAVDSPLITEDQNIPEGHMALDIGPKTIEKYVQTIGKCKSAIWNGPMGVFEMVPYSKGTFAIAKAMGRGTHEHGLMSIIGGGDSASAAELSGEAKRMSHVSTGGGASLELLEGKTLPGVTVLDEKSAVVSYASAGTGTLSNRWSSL
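Luminescent ATP detection (Kinase-Glo Plus) follows a 60-minute room-temperature incubation, with wells lacking PGK as controls. Buffer: 100 mM TEA (pH 7.6), 5 mM MgCl2, 0.01% Tween-20. Coupling enzyme GAPDH (100 nM final) supplies unstable 1,3-BPG in-well.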
GLS inhibitor: qHTS for Inhibitors of Glutaminase (GLS); GLS enzymatic activity, qHTS titration; AID 624170, 2012; 410,000 tested, 0.21% active; Potency, µM (series often up to 45.5 µM), without a hit: at the highest dose activity change, negative = inhibition, hits mostly inhibitors; also: potency is read from the fitted curve at half-maximal effect; % is scaled to controls: 0 for no effect and ±100 for the full control effect
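Read-out is an Amplex red fluorescence increase coupled through glutamate oxidase and HRP, measured before and after 30 min room-temperature incubation. hKGA is in 45 mM KH2PO4 (pH 8.2) with 0.02% Tween-20; glutamine added as 1mM solution.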
TrxR1 substrate: qHTS Assay for Substrates of Mammalian Selenoprotein Thioredoxin Reductase 1 (TrxR1): qHTS; AID 588456, 2011; Potency, µM (doses to about 114 µM), for inactives: at the top dose activity change, negative = substrate turnover; purified TrxR1 substrate turnover, NADPH consumption readout; Thioredoxin reductase 1, cytoplasmic (Rattus norvegicus), O89049; 390,000 tested, 0.01% active; also: potency is read from the fitted curve at half-maximal effect; % is scaled to controls: 0 for no effect and ±100 for the full control effect; nearly all actives have a fitted effect of over 50% in size
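Rat TrxR1, dispensed at 90 nM, was prereduced with 400 uM NADPH (final) for 5 min at ~22 deg C, then incubated with compound 15 min before 400 uM selenite. A first-read NADPH fluorescence drop versus no-compound background flagged substrates.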
TrxR1 inh: qHTS Assay for Inhibitors of Mammalian Selenoprotein Thioredoxin Reductase 1 (TrxR1): qHTS | Potency, µM (top dose mostly 114 µM), for the others: at the highest dose activity change, negative = inhibition, most hits filed as inhibitors | recombinant rTrxR1, NADPH fluorescence consumption, selenite substrate | 390,000 tested, 1% active | Thioredoxin reductase 1, cytoplasmic (Rattus norvegicus), O89049; also: potency is read from the fitted curve at half-maximal effect; % is scaled to controls: 0 for no effect and ±100 for the full control effect; nearly all actives have a fitted effect of over 65% in size
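Rat TrxR1 (90 nM in the dispensed reagent) was pre-reduced with 400 uM NADPH for 5 min at room temperature, then incubated with compound for 15 min. After 400 uM selenite was added, NADPH fluorescence (Ex 340/Em 450 nm) was followed for 8 min.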
Pin1 inhibitor: qHTS Assay to Find Inhibitors of Pin1 | Peptidyl-prolyl cis-trans isomerase NIMA-interacting 1 (Homo sapiens), Q13526 | Pin1 FP peptide displacement, HiFluor488, 10 min | Potency, µM (top dose mostly 115 µM), for the others: top-dose activity, negative = inhibition, hits mostly inhibitors | 390,000 tested, 0.009% active | AID 504891, 2011; active = well fitted inhibition curve with a large enough effect in the polarisation, with a control signal flat, not every such curve was filed as active; inconclusive = small, poorly fitted or top-dose-only effect, or effect the other way, or a change in a side signal; inactive = no such curve, though single readings can be large or run the other way; the % refers to the polarisation; also: potency is read from the fitted curve at half-maximal effect; % is scaled to controls: 0 for no effect and ±100 for the full control effect
Target sequence (Q13526 whole entry, looked up): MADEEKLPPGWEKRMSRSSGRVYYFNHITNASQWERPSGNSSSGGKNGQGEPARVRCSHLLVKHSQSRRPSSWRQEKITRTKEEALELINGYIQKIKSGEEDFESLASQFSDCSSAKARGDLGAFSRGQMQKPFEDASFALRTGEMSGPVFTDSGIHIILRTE
HP1b binding inh: HTS for Inhibitors of HP1-beta Chromodomain Interactions with Methylated Histone Tails; 390,000 tested, 0.56% active; AlphaScreen HP1-beta / biotin-H3K9me3 peptide binding; AID 540317, 2011; Potency, µM (top dose mostly 114 µM), inactives show at the highest dose activity change, negative = inhibition, hits mostly inhibitors; Chromobox protein homolog 1 (Homo sapiens), P83916; also: potency is read from the fitted curve at half-maximal effect; nearly all actives have a fitted effect of over 70% in size; inactives centre near 23
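AlphaScreen: HP1-beta (50 nM) preformed 30 min with biotin-H3(1-18)K9me3 peptide (50 nM) in PBS pH 7.4, 0.01% Tween-20. Compound added for 30 min at RT, then streptavidin donor/nickel chelate acceptor beads (10 ug/mL) for 30 min.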
mIDH1 inhibitor: qHTS for Inhibitors of mutant isocitrate dehydrogenase 1 (IDH1): qHTS | Isocitrate dehydrogenase [NADP] cytoplasmic (Homo sapiens), O75874 | IDH1-R132H enzyme, NADPH consumption, diaphorase/resazurin fluorescence | Potency, µM (doses to about 76.6 µM), inactives show at the highest dose activity change, negative = inhibition, actives largely listed as inhibitors | 390,000 tested, 0.093% active | AID 602179, 2012; also: potency is read from the fitted curve at half-maximal effect; % is scaled to controls: 0 for no effect and ±100 for the full control effect; nearly all actives have a fitted effect of over 65% in size
Target sequence (O75874 whole entry R132H, stated change not applied): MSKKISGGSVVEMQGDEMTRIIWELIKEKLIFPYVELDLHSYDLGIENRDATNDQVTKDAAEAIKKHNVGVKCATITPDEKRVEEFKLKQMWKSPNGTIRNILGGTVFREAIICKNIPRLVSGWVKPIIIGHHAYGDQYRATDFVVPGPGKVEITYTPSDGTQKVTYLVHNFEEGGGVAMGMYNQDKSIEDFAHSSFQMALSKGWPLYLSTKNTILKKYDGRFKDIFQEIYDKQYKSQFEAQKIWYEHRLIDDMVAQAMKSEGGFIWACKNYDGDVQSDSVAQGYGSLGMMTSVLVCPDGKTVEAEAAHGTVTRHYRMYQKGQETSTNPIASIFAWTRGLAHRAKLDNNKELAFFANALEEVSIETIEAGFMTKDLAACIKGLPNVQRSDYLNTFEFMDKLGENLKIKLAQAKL
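IDH1-R132H (0.5 ug/mL) preincubated 30 min with compound, then NADPH (0.016 mM) and alpha-KG (2 mM) added; 80 min at RT, pH 7.5. Remaining NADPH coupled via diaphorase/resazurin to fluorescence (540/590 nm); concentration-response curves normalized to no-enzyme control.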
USP1-UAF1 inh: Inhibitors of USP1/UAF1: Primary Screen | 390,000 tested, 0.23% active | Potency, µM (highest dose often 57.1 µM), without a hit: at the highest dose activity change, negative = inhibition, hits mostly inhibitors | AID 743255, 2014 | Ubiquitin carboxyl-terminal hydrolase 1 (Homo sapiens), O94782 | recombinant USP1/UAF1, Ub-Rhodamine cleavage fluorescence; also: potency is read from the fitted curve at half-maximal effect; % is scaled to controls: 0 for no effect and ±100 for the full control effect; nearly all actives have a fitted effect of over 60% in size; inactives centre near -12
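1 nM enzyme complex + cpd, 15 min RT; start with Ub-Rho 150nM final; kinetic fluorescence ex 480/em 540, 6 reads q60 s. Buffer 50mM HEPES pH 7.8, 0.5mM EDTA, 0.1 mg/ml BSA, 1mM TCEP, 0.01% Tween-20.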
PI4K2A block: qHTS for small molecular inhibitors of PI4K2A | Phosphatidylinositol 4-kinase type 2-alpha (Homo sapiens), Q9BTU6 | purified PI4K2A, ADP-Glo luminescence, 1 h; hits give low values | activity change, negative = inhibition, % at 76.9 µM | 420,000 tested, 0.13% active; in the data active = activity change below about -50%; inconclusive = mostly about -30% to -49%;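 also: -100% = wells without enzyme as full effect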
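ADP-Glo luminescence measured ADP generated by PI4K2A enzyme (4 ug/mL before mixing) with 1.2 mM PI substrate (pre-mix) and 300 microM ATP (pre-mix). Tris pH7.5 buffer with MgCl2, Triton X-100; 1 h reaction at ambient temperature.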
Starred values were filed as active, the others as inactive; i = inactive; ? = inconclusive; . = no result given; & = joins results of further samples; [ ] = remark or other dose. Unless noted, calls follow the shape of the dose curve; as a rule, active = well fitted curve in the direction sought with a large enough effect; inconclusive = small, poorly fitted or top-dose-only effect, or another doubt; inactive = no such curve, though single readings can be large; an effect the other way counts as inactive or inconclusive.

SMILES | Tb PGK inh | GLS inhibitor | TrxR1 substrate | TrxR1 inh | Pin1 inhibitor | HP1b binding inh | mIDH1 inhibitor | USP1-UAF1 inh | PI4K2A block
CCOC(=O)C1CCCN(S(=O)(=O)c2ccc(Cl)nc2)C1 (stereo unspecified) | 3.5% | 5.9% | -3.9% | -0.3% | 3.5% | 51.6%[activator] | 2.8% | -25.6% | -0.5
Cc1noc(C)c1CSCC(=O)Nc1cc(S(=O)(=O)N2CCCCC2)ccc1OC(C)C | -2.0% | -2.2% | -2.8%[57.1 µM] | -1.6%[57.1 µM] | 1.9% | 26.0% | -2.9% | -3.6% | 1.9
N#CC(c1ccccc1)N(CCCCl)C(=O)c1ccccc1 (stereo unspecified) | . | -1.0% | -0.4% | 25.2% | -5.9% | 62.6%[activator] | 6.9% | -2.1% | 1.2
CC(C)NC(=O)CN(Cc1ccc2c(c1)OCO2)C(=O)CCC(=O)Nc1ccccn1 | 4.9% | -2.3% | -0.1% | 4.3% | 4.1% | 4.8% | 1.7% | -4.1% | -19.0
Cc1ccccc1CCNC(=O)c1cc2cc(S(=O)(=O)N3CCCCC3)ccc2n1C | 2.4% | 9.0% | -4.3%[57.1 µM] | 2.7%[57.1 µM] | 1.7% | 20.7%[57 µM] | -3.1% | -27.4% | 3.8
COCCNC(=S)N1CCN(Cc2ccc3c(c2)OCO3)CC1 | 5.5% | 4.7% | 6.9%[57.1 µM] | 15.8%[57.1 µM] | 6.9% | 34.2% | 11.3% | -17.7% | -0.9
Cc1ccc(NC(=O)CSc2nc3[nH]ncc3c(=O)[nH]2)c(C)c1 | i | 12.6% | 9.8% | -4.4%[57.1 µM] | -0.4% | 9.7% | -1.5% | ? | -11.5
COC(=O)C(CC(=O)c1ccc(Br)cc1)n1cccn1 (stereo unspecified) | -13.6% | -6.9% | 10.2% | 8.91µM* | -4.1% | 8.3% | 3.4% | -16.5% | 10.0
COc1ccc(NC(=O)CSc2nc(O)c(C/C=C/c3ccccc3)c(=O)[nH]2)cc1 | i | 19.8% | -3.2% | 0.2% | -0.5% | 15.7% | 1.2% | -1.6% | 0.7
CN(C(=O)COC(=O)c1ccc[nH]c1=O)C1CCCCC1 | 0.3% | -0.3% | 0.8% | 3.3% | 3.0% | 36.0% | -4.8% | -8.5% | -3.4
CC(=O)c1cccc(N2Cc3ccccc3C2=NC(=O)CCl)c1 | -1.8% | -18.6% | 5.0% | ? | -1.7% | 2.5% | -12.0% | -10.1% | -2.3
COc1ccc2c(c1)O[C@H](c1ccc3c(c1)OCO3)[C@@H](OC(=O)N[C@H]1CCCc3ccccc31)C2=O | -6.3% | -2.1% | -2.4%[57.1 µM] | 17.1% | 13.6% | 22.6% | -7.0% | -22.5% | -2.2
COc1ccc(CCNC(=O)C2CC(c3c(Cl)cccc3Cl)=NO2)cc1 (stereo unspecified) | i | 5.1% | 5.7% | 12.9% | 0.6% | 28.5% | 7.0% | -24.0% | -1.1
Cc1ccc(-n2nnnc2CNC(=O)C(C)(C)C)cc1C | -7.3% | -5.4% | -5.4%[57.1 µM] | 9.2%[57.1 µM] | -1.6% | 23.7%[57 µM] | 15.5% | ? | 2.4
CCN(Cc1ccccc1)C(=O)CCS(=O)(=O)c1cc2c(cc1Cl)NC(=O)CO2 | -11.1% | -7.1%&-4.0% | -4.0%[57.1 µM] | 19.1%[57.1 µM] | 4.3%&-3.4% | 50.1%&45.5% | 0.0%&-7.5% | -19.0%&-23.3% | -7.3&3.2
N#CCCN(C(=O)Nc1ccc(Cl)c(Cl)c1)C1CCCCC1 | -2.5% | -0.1% | . | . | . | . | -7.7% | 2.0% | -5.9
O=C(O)C1CCC(CNCc2ccncc2)CC1 (stereo unspecified) | -8.5% | 2.5% | -3.3% | -11.3% | -10.3% | 4.7% | 0.1% | -14.0% | 0.6
CCOc1ccc2ccccc2c1C(=O)N1CCN(c2ccccc2)CC1 | 2.9% | 10.0% | 5.3% | 18.3% | 4.5% | -13.2% | 1.9% | -16.4% | 2.1
CCNc1nc(NC(C)CC)nc(ON=C(C)C)n1 (stereo unspecified) | -6.7% | 3.3% | 3.2%[57.1 µM] | 9.2% | -4.2% | 43.9%[activator] | 12.4% | -11.5% | 5.6
CCOC(=O)C1=C(C)N(C)C(=S)NC1c1ccc(Cl)cc1Cl (stereo unspecified) | -1.0% | 3.6% | -8.4% | 0.7% | 3.8% | 10.0% | 3.6% | 3.1% | -4.3
Cc1ccc2c(c1)c1c(n2CC(O)CN2CCC(C)CC2)CCCC1 (stereo unspecified) | i | 1.9% | -0.4% | 0.3% | -2.6% | -24.7%[57 µM] | -0.2% | -18.6% | -0.9
O=C(NC1CCCCCC1)c1ccc(CS(=O)c2cccc(Cl)c2)o1 (stereo unspecified) | i | -12.5% | -5.2% | -2.0% | 1.3% | 29.0% | -13.9% | -9.7% | 0.8
O=C(NC1CCN(S(=O)(=O)c2ccccc2)CC1)C1CCCCC1 | 6.4% | 0.1% | 7.1% | 5.9% | 2.0% | 14.1% | -2.0% | 23.6% | -3.2
Cc1csc(NC(=O)CSCC(=O)O)c1-c1nc2ccccc2s1 | -12.3% | ? | 0.3% | -13.1% | ? | 41.0%[activator] | 8.3% | -19.0% | -1.0
O=C(O)CCC(=O)Nc1ccc(Br)c(Cl)c1 | 5.6% | 20.0% | -5.7% | -0.8% | -1.8% | 25.5% | 14.9% | 9.5% | 6.1
CCc1ccccc1NC1=CC(=O)CC(C)(C)C1 | -8.9% | 4.0% | 10.4%[57.1 µM] | 33.8%[57.1 µM] | -5.3% | 4.0% | -5.9% | -8.1% | 3.7
Cc1cccc(C)c1NC(=O)c1cc(S(=O)(=O)N2CCc3ccccc32)cn1C | i | 0.0% | -9.4% | 10.0%[57.1 µM] | 10.2% | 18.1% | -6.7% | -8.8% | -1.7
O=C(Nc1cccc(C(F)(F)F)c1)c1cc(-c2cccs2)on1 | i | 0.2% | 0.8% | 15.6% | -0.8% | 8.6% | 6.3% | -12.2% | -0.3
C=C(C)CNC(=O)CCc1nnc(C2(c3ccc(Cl)cc3)CCC2)o1 | i | 1.1% | -2.4% | 20.6% | 1.6% | 31.2% | 21.1% | -11.4% | 2.1
Cc1occc1-c1n[nH]c(=S)n1CC(C)C | -1.7% | -4.5% | 8.8% | -11.2% | 1.7% | -8.1% | 6.8% | -5.5% | -6.2
COc1cccc(NC(=O)CN(C)CC(=O)NCc2ccco2)c1 | -0.4% | -0.4% | 3.0% | 11.3% | 0.0% | 24.2% | -3.9% | -9.7% | -2.6
CCC(c1nc2ccccc2c(=O)n1-c1cccnc1)N1C(=O)c2ccccc2C1=O (stereo unspecified) | -3.4% | -3.3% | 8.6% | ? | 1.4% | 7.5% | 4.3% | -25.9% | -2.2
CC(=O)Nc1cccc(Oc2cc(C#N)c(C#N)cc2N2CCOCC2)c1 | -3.2% | -20.5% | 4.7% | 5.8% | -0.6% | -20.5% | -1.8% | -6.0% | 4.6
COc1ccccc1OCCCn1c(=O)oc2ccc(C)cc21 | -6.0% | 4.6% | -2.6% | 10.9% | ? | 35.2% | 5.4% | -2.7% | 3.0
COc1cc(C)c2c(c1C=O)Oc1c(c(C)c(O)c3c1C(O)OC3=O)OC2=O (stereo unspecified) | ? | -5.1% | 2.3% | -5.1% | ? | -34.7% | ? | 15.8µM* | ?
CC(C)S(=O)(=O)N1CCN(c2ccnc3cc(Cl)ccc23)CC1 | -9.0% | 0.0% | 0.3%[57.1 µM] | 13.3%[57.1 µM] | 4.2% | 25.4% | 7.4% | -3.0% | -3.4
NS(=O)(=O)c1cc(C(=O)N2CCNC(=O)C2)ccc1Cl | i | 1.4% | 3.7%[57.1 µM] | 2.6%[57.1 µM] | 2.7% | 57.2%[activator] | 3.1% | -16.2% | -1.0
O=C(CCCc1nc2ccccc2s1)NCc1ccc(F)cc1 | -2.1% | 1.0% | 6.9%[57.1 µM] | 0.4%[57.1 µM] | 0.9% | 6.0% | 2.6% | 0.3% | -0.2
C/C(=N\NC(=O)c1cc(-c2cccnc2)nc2ccccc12)c1ccccc1O | -8.9% | 2.0% | -4.5% | 1.2% | 36.1%[activator] | 48.4%[activator] | 3.0% | -22.5% | -2.4

An excerpt; count on the stated rates, not on these rows.
